From PubChem
CHO-K1 Ca ag: counter-screen for M1 agonists: effect in parental CHO-K1 cells; Fluo-8 calcium fluorescence; scaled to maximal ATP response, vehicle zero; activation, % at 3 µM; 360,000 tested, 0.48% active; in the data active means activation above about 15%;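 further: untransfected CHO-K1 host cells lacking M1 receptor as counterscreen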
M4 PAM: human M4 muscarinic receptor positive allosteric modulators, primary screen, CHO-K1 cells, Fluo-8 calcium fluorescence; 360,000 tested, 0.4% active; activation, % at 3 µM; Muscarinic acetylcholine receptor M4 (Homo sapiens), P08173; CHO-K1 hM4/Gqi5, ACh EC20; 0% = ACh EC20, 100% = maximal ACh;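 active means activation above its plate's cutoff, the mean activation of sample wells plus 3 SD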; further: some results filed as inactive read as strong as hits
Target sequence (P08173 whole entry, looked up): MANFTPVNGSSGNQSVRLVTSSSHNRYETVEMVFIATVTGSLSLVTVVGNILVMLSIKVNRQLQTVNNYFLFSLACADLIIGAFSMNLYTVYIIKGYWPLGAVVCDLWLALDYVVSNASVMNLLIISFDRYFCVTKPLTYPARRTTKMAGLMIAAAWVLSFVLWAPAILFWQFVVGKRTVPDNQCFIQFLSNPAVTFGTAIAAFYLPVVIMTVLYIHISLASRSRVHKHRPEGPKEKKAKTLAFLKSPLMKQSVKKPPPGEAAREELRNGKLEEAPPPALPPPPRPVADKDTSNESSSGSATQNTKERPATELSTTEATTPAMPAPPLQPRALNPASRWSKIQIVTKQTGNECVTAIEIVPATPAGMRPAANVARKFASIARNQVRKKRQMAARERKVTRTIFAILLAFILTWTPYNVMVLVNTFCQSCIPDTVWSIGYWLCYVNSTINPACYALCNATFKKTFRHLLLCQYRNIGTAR
CHRM5 antagonist: human M5 muscarinic receptor antagonists, primary screen, CHO cells, Fluo-8 calcium fluorescence; Muscarinic acetylcholine receptor M5 (Homo sapiens), P08912; CHO-hM5 cells, ACh EC80; inhibition, % at 3 µM; 360,000 tested, 0.59% active;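 active means inhibition above a per-plate cutoff, the mean of that plate's test compounds plus 3 SD, cut at about 27% in these data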;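 further: 0% = acetylcholine EC80 with DMSO and 100% = DMSO without agonist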
Target sequence (P08912 whole entry, looked up): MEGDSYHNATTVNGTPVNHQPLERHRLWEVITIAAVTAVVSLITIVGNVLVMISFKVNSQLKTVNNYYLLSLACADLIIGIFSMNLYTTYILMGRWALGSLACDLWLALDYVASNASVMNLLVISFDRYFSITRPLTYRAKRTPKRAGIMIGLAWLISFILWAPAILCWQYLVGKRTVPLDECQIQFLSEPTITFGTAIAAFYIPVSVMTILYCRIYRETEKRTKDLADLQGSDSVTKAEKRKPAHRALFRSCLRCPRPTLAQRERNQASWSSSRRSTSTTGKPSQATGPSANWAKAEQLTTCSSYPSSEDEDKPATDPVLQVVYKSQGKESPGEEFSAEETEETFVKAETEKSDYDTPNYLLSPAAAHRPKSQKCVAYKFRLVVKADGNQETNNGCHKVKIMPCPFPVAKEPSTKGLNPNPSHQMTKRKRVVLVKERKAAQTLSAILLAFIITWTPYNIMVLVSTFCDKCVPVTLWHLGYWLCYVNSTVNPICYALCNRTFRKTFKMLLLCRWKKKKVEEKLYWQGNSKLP
CHRM4 antagonist: human M4 muscarinic receptor antagonists, primary screen, CHO cells, Fluo-8 calcium fluorescence; 360,000 tested, 0.73% active; inhibition, % at 3 µM; CHO-hM4 cells, ACh EC80; AID 624125, 2012;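 active means inhibition above its plate's cutoff, the mean inhibition of sample wells plus 3 SD, cut at about 27% in these data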;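 further: 0% = acetylcholine EC80 with DMSO and 100% = DMSO without agonist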
M5 ag: human M5 muscarinic receptor agonists, primary screen, CHO-K1 cells, Fluo-8 calcium fluorescence; CHO-K1 hM5 cells; 0% DMSO wells, 100% maximal acetylcholine response; AID 624037, 2012; 360,000 tested, 0.19% active; activation, % at 3 µM;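 active means activation above the run's mean over test compounds plus 3 SD, cut at about 23% in these data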;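 further: signal is peak over basal fluorescence ratio across the kinetic read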
CHO-K1 Ca antag: nonselective inhibitor or artifact in parental CHO-K1 cells | 360,000 tested, 0.6% active | inhibition, % at 3 µM | ATP-induced calcium, Fluo-8 fluorescence;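 active means inhibition above a per-plate cutoff, the plate's mean sample inhibition plus 3 SD, cut at about 24% in these data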;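 further: 0% = DMSO plus EC80 ATP and 100% = DMSO alone without ATP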
M4 ag: human M4 muscarinic receptor agonists, primary screen, CHO-K1 cells, Fluo-8 calcium fluorescence; 360,000 tested, 0.14% active; AID 624127, 2012; activation, % at 3 µM; CHO-K1 hM4/Gqi5; vehicle 0%, full acetylcholine response 100%;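 active means activation above the run mean over all test wells plus 3 SD, cut at about 32% in these data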;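 further: peak over basal fluorescence ratio per well then scaled between controls; 0% = DMSO wells and 100% = acetylcholine at EC100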
CHO-K1 Ca PAM: nonselective calcium activators in parental CHO-K1 cells, primary screen, counter-screen for M1 PAM project, cell-based, Fluo-8 calcium fluorescence, full deck, 1536-well. ATP EC20; 0% at ATP EC20, 100% at ATP max. activation, % at 3 µM. 360,000 tested, 0.02% active. AID 602247, 2012;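 active means activation above the run cutoff, the mean activation of all test compounds plus 3 SD, cut at about 40% in these data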;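 further: peak over basal fluorescence ratio in a 140 s read after ATP addition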
CHRM5 PAM: human M5 muscarinic receptor positive allosteric modulators, primary screen, CHO-K1 cells, Fluo-8 calcium fluorescence; Muscarinic acetylcholine receptor M5 (Homo sapiens), P08912; activation, % at 3 µM; 360,000 tested, 0.3% active; CHO-K1 hM5, ACh EC20 PAM; 0% = ACh EC20, 100% = ACh EC100;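 active means activation above the run cutoff, the mean activation of all test compounds plus 3 SD, cut at about 18% in these data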
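system = human M5 receptor in CHO-K1 cells | compound = one concentration, 3 µM final (nominal) | schedule = Post-acetylcholine fluorescence recording 140 s | signal = Fluo-8 calcium dye fluorescence, kinetic read | benchmarks = low control EC20 acetylcholine (0%), high control EC100 acetylcholine (100%) | repeats = singlicate, one well per test compound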
Numbers without * were called inactive.

SMILES	CHO-K1 Ca ag	M4 PAM	CHRM5 antagonist	CHRM4 antagonist	M5 ag	CHO-K1 Ca antag	M4 ag	CHO-K1 Ca PAM	CHRM5 PAM
COc1ccccc1N1CCN(c2ccc(-c3ccccc3)nn2)CC1	1.9	-1	16	2	-2	-8	0	18	-4
Cc1cccc(C)c1-n1nnnc1C1(C)CCC(=O)N1CCc1ccccc1F (configuration not stated)	2.2	1	6	-1	1	-15	4	21	0
O=C(C1CCN(S(=O)(=O)c2ccc(Br)s2)CC1)N1CCCCC1	8.8	1	5	-7	6	-10	11	-16	-8
COc1ccc(C2c3c(oc4ccccc4c3=O)C(=O)N2CCN2CCOCC2)cc1OC (configuration not stated)	1.1	-1	5	2	1	-9	0	-2	0
O=C(NC1CC1)c1ccccc1NC(=O)c1ccccc1OC(F)F	0.7	2	0	-15	-1	-2	4	-10	-4
Cc1ccc(C(=O)COC(=O)c2cnccn2)cc1	0.2	6	-7	-9	2	-2	1	7	-1
O=C(CN1C(=O)NC2(CCCCC2)C1=O)NCc1ccc2c(c1)OCO2	0.7	-3	12	6	-5	-13	1	18	-1
O=C(Nc1ccc2c(c1)OCCO2)C(CCc1ccccc1)N1CCN(c2ccc(F)cc2)CC1 (configuration not stated)	0.8	-6	7	-1	0	-21	5	14	-1
COc1ccc(-n2nnnc2-c2cnc(N3CCCC3)nc2C(F)(F)F)cc1	1.6	-4	1	4	1	-6	0	17	-2
Cc1ccc(NC(=O)Cc2ccc(Cl)c(Cl)c2)cc1S(=O)(=O)N(C)C	9.0	-12	22	13	-1	8	10	9	-12
Cc1cccc(C(=O)OC(C)C(=O)NCC2CCCCC2)c1O (configuration not stated)	0.5	9	2	-17	3	-12	1	18	9
O=C(CN1CCCCC1)N1c2ccccc2CCc2ccccc21	0.1	-22	49*	77*	-6	-1	1	10	-18
CCOC(=O)c1ccc(N/C=C/C(=O)c2ccc(OC)cc2)cc1	1.0	5	4	-4	1	-17	2	18	-2
Cc1cc(N2CCN(C)CC2)nc2ccc(NC(=S)N3CCN(c4cccc(Cl)c4)CC3)cc12	1.3	2	5	-5	-6	-10	2	19	7
O=C(O)CC(c1cccc([N+](=O)[O-])c1)N1Cc2ccccc2C1=O (configuration not stated)	0.3	-4	-6	3	1	-7	2	18	0
COc1ccc(OC)c(Nc2nc(N(C)c3ccccc3)nc(N)c2[N+](=O)[O-])c1	0.3	-1	7	-4	-3	-3	1	-4	-7
CCN1CCN(CCCNC(=O)C2CCN(c3nnc(-n4c(C)ccc4C)s3)CC2)CC1	-0.3	4	-1	4	1	14	0	-11	4
CC(=O)C(Sc1nc(NC(C)(C)C)nc(N(C)C)n1)C(C)=O	-0.4	-3	-4	0	-8	6	-2	7	-1
Cc1ccc(N2C(=O)CSC2c2ccc3c(c2)OCO3)cc1 (configuration not stated)	0.7	-13	5	8	-9	-10	0	5	-13
O=C(O)c1ccc(N2CC3CC(C2)c2cccc(=O)n2C3)c(NS(=O)(=O)c2cccc(C(F)(F)F)c2)c1 (configuration not stated)	-0.4	11	2	-5	-1	-6	1	-4	10
CCCC(=O)Nc1ccc(C(=O)NNC(=O)c2cccs2)cc1	0.0	6	0	-10	0	-5	0	5	-3
COCCCNC(=O)COc1ccc(Br)cc1Cl	0.3	-2	-1	7	1	3	0	3	-1
CC(=O)N[C@H]1C[C@@H]1c1ccccc1	0.2	7	-5	-4	-2	-7	1	7	-1
CC1CCC(C(C)C)C(OP(=O)(c2ccccc2)C(O)c2ccncc2)C1 (configuration not stated)	0.6	1	3	-5	-2	-15	1	8	4
O=C(O)C1OC(C(=O)O)C2C1C(F)(F)C2(F)F (configuration not stated)	0.5	8	-8	-15	3	-29	4	39	3
SMILES	CHO-K1 Ca ag	M4 PAM	CHRM5 antagonist	CHRM4 antagonist	M5 ag	CHO-K1 Ca antag	M4 ag	CHO-K1 Ca PAM	CHRM5 PAM
COc1ccccc1OCCC(=O)OCC(=O)Nc1ccc(Br)cc1F	2.7	-4	6	3	3	-16	2	10	7
CC(=O)Nc1ccc(OCC(=O)NC(C)c2ccc(F)cc2)cc1 (configuration not stated)	0.5	9	3	-2	1	-17	0	17	17
Cn1nc(-c2ccc(C(=O)Nc3ccc(F)cc3)cc2)c2ccccc2c1=O	2.6	-6	15	0	0	5	10	0	-6
CC(C)(C)c1ccc(C(=O)NC(=O)CSc2n[nH]c(N)n2)cc1	0.2	12	-9	-17	0	-3	0	6	15
CCOc1ccccc1NC(=O)COC(=O)C12CC3CC(CC(O)(C3)C1)C2	1.2	3	2	0	3	-2	7	5	-9
Cc1ccc(-c2cc(-c3nnc(SCC(=O)NC(C)C(C)C)n3N)c3ccccc3n2)cc1 (configuration not stated)	1.0	1	7	2	-4	-4	8	9	-4
CCc1ccc(NC(=O)CS(=O)CC(=O)Nc2ccc(N3CCOCC3)cc2)cc1 (configuration not stated)	0.3	6	2	3	-4	-13	1	-1	2
COC(=O)CSc1nccc(-c2ccc(F)cc2)c1C#N	0.3	-2	-3	7	-4	-14	0	10	1
OCC[C@@H]1C[C@H](O)[C@@H](O)[C@]2(OCCc3cc(C(F)(F)F)ccc32)O1	-0.1	-3	-2	-6	0	-8	0	18	3
Cc1c(C)n2c(SCC(=O)Nc3ccc4c(c3)OCCO4)nnc2[nH]c1=O	-0.4	11	-2	-5	-4	17	-2	-10	3
O=C(OCc1cn([C@@H]2CN(C(=O)C3CCCCC3)[C@@H](c3ccc(Cl)cc3)C[C@H]2O)nn1)c1ccccc1	0.4	1	4	-15	-2	-8	4	16	-5
COC(=O)c1c(C)[nH]c(C(=O)OCC(=O)c2ccc(C)s2)c1C	0.5	-3	14	-4	-1	-10	5	-4	-1
CC(=O)N1CCc2c(sc(NC(=O)CCS(=O)(=O)c3ccccc3)c2C(N)=O)C1	0.7	2	13	4	-3	-4	0	-3	-10
O=C1CC(N2CCC(C(=O)N3CCCCC3)CC2)C(=O)N1 (configuration not stated)	0.4	-3	3	14	-2	-12	1	12	-5
Fc1ccccc1/C=N/n1c(COc2ccccc2)n[nH]c1=S	1.1	2	8	3	-3	-10	0	16	-1
COc1ccc(CN(Cc2cc3cc(OC)c(OC)cc3[nH]c2=O)C(=O)NC2CCCCC2)cc1	-0.5	-2	-1	1	3	2	1	3	-1
CC(C)CC(N)C(=O)OCc1ccc([N+](=O)[O-])cc1 (configuration not stated)	2.4	6	-3	-1	1	-17	1	25	3
CN1CCCN(C(=O)c2cc(-c3cccc4ccccc34)nc3ccccc23)CC1	5.5	-13	3	-9	-1	-8	15	-5	-1
CC(=O)Nc1cc(C(=O)N2CCN(C)CC2)ccc1S(=O)(=O)c1ccc(C)cc1	0.7	-2	-11	-1	5	9	3	-8	-3
CCOC(=O)CC1=CCc2c1ccc(OC)c2OC	-0.1	-4	20	6	-2	-6	0	6	-4
CN(C)c1ccc(NC(=O)CN2C(=O)c3ccccc3C2=O)cc1	0.3	-1	4	7	1	-4	1	23	2
CN(C(=O)COC(=O)C1CCN(S(=O)(=O)c2c(Cl)cccc2Cl)CC1)C1CCS(=O)(=O)C1 (configuration not stated)	1.2	-5	4	-15	-8	-1	2	4	-3
NC(=O)C1(N2CCCCC2)CCN(Cc2nc(-c3cccs3)no2)CC1	0.4	-8	-2	4	0	5	2	-11	-1
O=C(NCc1ccncc1)C(=O)Nc1nccs1	1.0	6	5	2	1	-13	1	20	6
O=C(CCN1CCN(c2ccccc2)CC1)Nc1cccc(Br)c1	1.2	4	4	-10	-1	-7	5	20	-4

5 structures from above, arranged by SMILES length, highest first.
SMILES	CHO-K1 Ca ag	M4 PAM	CHRM5 antagonist	CHRM4 antagonist	M5 ag	CHO-K1 Ca antag	M4 ag	CHO-K1 Ca PAM	CHRM5 PAM
O=C(OCc1cn([C@@H]2CN(C(=O)C3CCCCC3)[C@@H](c3ccc(Cl)cc3)C[C@H]2O)nn1)c1ccccc1	0.4	1	4	-15	-2	-8	4	16	-5
CC(=O)Nc1cc(C(=O)N2CCN(C)CC2)ccc1S(=O)(=O)c1ccc(C)cc1	0.7	-2	-11	-1	5	9	3	-8	-3
Cc1c(C)n2c(SCC(=O)Nc3ccc4c(c3)OCCO4)nnc2[nH]c1=O	-0.4	11	-2	-5	-4	17	-2	-10	3
CC(C)(C)c1ccc(C(=O)NC(=O)CSc2n[nH]c(N)n2)cc1	0.2	12	-9	-17	0	-3	0	6	15
COC(=O)CSc1nccc(-c2ccc(F)cc2)c1C#N	0.3	-2	-3	7	-4	-14	0	10	1

New compounds follow:
SMILES	CHO-K1 Ca ag	M4 PAM	CHRM5 antagonist	CHRM4 antagonist	M5 ag	CHO-K1 Ca antag	M4 ag	CHO-K1 Ca PAM	CHRM5 PAM
COc1ccc(Cn2c(=O)[nH]c3cc(C(=O)N4CCN(Cc5ccccc5)CC4)ccc3c2=O)cc1	4.9	-5	-2	0	-2	-8	8	18	-15
CC(CNC(=O)Cn1ccc2cc(S(=O)(=O)N3CCCC3)ccc21)c1ccccc1 (configuration not stated)	4.0	-6	12	2	-2	-8	3	12	-5
CCCc1nc(SCC(=O)Nc2nnc(CC)s2)c2c(=O)n(C)c(=O)n(C)c2n1	1.1	-2	5	-6	-2	-2	1	4	9
CCOC(=O)c1sc(NC(=O)C2CC(=O)N(c3ccc(OCC)cc3)C2)nc1C (configuration not stated)	1.9	0	12	-1	-5	-7	3	-4	-2
O=C(Oc1ccccc1)c1cc(O)c(O)c(O)c1	1.0	8	2	-1	6	-1	2	3	-5
CCOc1ccc(N(CC(=O)NCCSc2ccccn2)S(C)(=O)=O)cc1	0.0	-4	5	7	-2	3	1	14	-4
CC(C)C(=O)N[C@@H]1c2ccccc2CC[C@@H]1O	0.2	5	-10	-11	1	-4	0	9	1
CCCCOc1ccc(C(=O)N/C(=C\c2cccc([N+](=O)[O-])c2)C(=O)OCCC)cc1	0.3	0	5	-4	-2	-15	0	9	0
Cc1cccn2c(=O)nc(SCC(=O)N3N=C(c4cccs4)CC3c3ccc(F)cc3)nc12 (configuration not stated)	0.5	-3	6	-10	-9	0	2	6	-8
CCOC(=O)CC1C(=O)NCCN1Cc1cccc(C(F)(F)F)c1 (configuration not stated)	-0.2	-2	0	-6	1	4	0	-2	-2
CCOCCCNC(=S)NCCCNc1nc2c(C)c(C)ccc2cc1C#N	-1.4	-1	6	2	-6	-10	-2	-6	4
COc1cc(CNCc2cccc3ccccc23)cc(OC)c1	6.1	-9	13	9	8	-12	8	6	-6
CCNS(=O)(=O)c1ccc(CCC(N)=O)cc1	-0.2	18	-24	-9	3	9	2	8	16
Cc1ccc2[nH]c(CNC(=O)C3CCCCC3)cc2c1	-0.1	7	2	-10	-1	-3	1	-7	2
CC(C)n1c(-c2ccccc2F)n[nH]c1=S	0.7	-1	0	-1	2	-12	1	25	5
CCC(C)[C@@H](CN)NCC1(c2ccccc2)CC1 (some centres not stated)	0.6	-1	7	1	3	-12	2	19	-3
CCc1cc2c(COC(=O)c3cc(S(=O)(=O)N4CCOCC4)ccc3F)cc(=O)oc2cc1O	4.6	-1	10	8	2	-2	8	-1	-11
Cc1ccc(C(=O)Nc2ccc(C(=O)N/N=C/c3ccc(C)o3)cc2)cc1	1.1	-3	8	-2	-4	-3	3	13	-2
